Screening data as filed in PubChem BioAssay.
mIAP block: mouse IAP inhibition | inhibition, % at 10 µM | AID 2806 | 330,000 compounds, 0.2% hits | purified mouse IAP, CDP-Star luminescence, 30 min;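 active = inhibition of at least 40% at 10 µM in the primary screen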;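 also: plate controls were DMSO with enzyme for no effect and no enzyme wells for full effect; values of inactives mirror those of a sister screen read the other way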
SENP1 FRET inh: SENP1 (human) catalytic domain inhibition. Q9P0U3. recombinant SENP1 catalytic domain, CyPet-SUMO1-YPet FRET cleavage. inhibition, % at 10 µM. 360,000 compounds, 0.21% hits. AID 624204;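 active = inhibition at least 30% at 10 µM, raw YFP signal under a set limit, fluorescence ratio 0.5 to 1.5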;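 also: 0% = enzyme with DMSO and 100% = no enzyme wells; some results filed as inactive read as strong as hits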
Target sequence (Q9P0U3 419-644 limits assumed): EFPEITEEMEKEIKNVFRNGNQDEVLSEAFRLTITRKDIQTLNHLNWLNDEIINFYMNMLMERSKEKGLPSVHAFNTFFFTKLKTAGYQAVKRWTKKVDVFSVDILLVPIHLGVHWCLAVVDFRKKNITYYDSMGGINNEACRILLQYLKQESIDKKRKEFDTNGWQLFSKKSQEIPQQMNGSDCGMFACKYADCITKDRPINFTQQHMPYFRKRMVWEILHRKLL
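Controls: no-enzyme wells low, DMSO-plus-enzyme wells high control. Test system: human recombinant His6-tagged SENP1 catalytic domain enzyme. Reagent: SFCypet-SUMO1-SFYpet FRET protein substrate, 25 nM final. Doses: one dose per compound, 10 µM, 0.5% DMSO. Detection: FRET, CFP and YFP emission. Timing: 50 min reaction at room temperature.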
APOBEC3A inh: blocks human APOBEC3A ssDNA deamination; AID 493011; P31941; 330,000 compounds, 0.41% hits; recombinant A3A, FAM/TAMRA ssDNA deamination fluorescence; inhibition, % at 20 µM;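 active = at least 40% inhibition at 20 µM here, with at most 30% in a related deaminase screen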;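 also: plate controls were A3A with DMSO for no effect and wells lacking A3A enzyme for full effect; some results filed as inactive read as strong as hits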
Target sequence (P31941 whole entry, looked up): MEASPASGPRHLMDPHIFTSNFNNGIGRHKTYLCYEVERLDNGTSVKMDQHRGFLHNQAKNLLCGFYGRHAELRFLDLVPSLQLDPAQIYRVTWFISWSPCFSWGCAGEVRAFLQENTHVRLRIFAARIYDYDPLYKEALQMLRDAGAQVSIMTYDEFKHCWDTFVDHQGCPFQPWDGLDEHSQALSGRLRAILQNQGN
hIAP act: human IAP activation; 330,000 compounds, 0.16% hits; P09923; activation factor at 10 µM; AID 2524; purified human IAP, CDP-Star luminescence, 30 min; active compounds read high; 1 = vehicle-only enzyme, 0 = enzyme-free background;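 active = activation factor of the enzyme at least 2-fold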; also: the source names both 10 and 20 µM as test concentration; values of inactives mirror those of a sister screen read the other way
mIAP act: increases mouse intestinal alkaline phosphatase activity. muIAP, CDP-Star luminescence, 30 min; active compounds read high; 1 = vehicle-only enzyme signal, 0 = enzyme-free wells. activation factor at 10 µM. 330,000 compounds, 0.24% hits. AID 2805;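 active = activation factor of at least 2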; also: the source names both 10 and 20 µM as test concentration; values of inactives mirror those of a sister screen read the other way
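Assay system: mouse IAP enzyme; reagent: chemiluminescent substrate CDP-Star; dosing: test compounds delivered from DMSO solution; schedule: 30 min at room temperature; measured by: luminescence from enzymatic CDP-Star hydrolysis; controls: DMSO-only wells and no-enzyme negative control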
hIAP block: blocks human intestinal alkaline phosphatase; P09923; purified IAP, CDP-Star luminescence, 30 min; inhibition, % at 10 µM; 330,000 compounds, 0.12% hits;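 active = inhibition reaching a set limit with compound at 10 µM in the primary screen, cut at about 35% in these data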;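 also: plate controls were DMSO wells with enzyme for no effect and no-enzyme buffer wells for full effect; values of inactives mirror those of a sister screen read the other way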
NALP3 yeast inh: inhibitors of NALP3 inflammasome in yeast. Yeast reconstituted NLRP3/ASC/caspase-1, beta-gal luminescence, 24 h. inhibition, % at 10 µM. 330,000 compounds, 0.39% hits. AID 2825;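 active = inhibition of 50% or more; inactive = inhibition below 50%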;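 also: plate controls were induced DMSO wells for no effect and uninduced yeast grown without galactose for full effect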
beta cell repl: inducers of beta-cell replication in MIN6 cells. 330,000 compounds, 0.29% hits. MIN6 cells proliferation, ATPlite luminescence, 48 h; cells starved in 0.2% serum; 100% = growth in 10% serum. AID 2380. proliferation, % at 10 µM;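 active = compounds whose signal lies at least 3.5 SD above the mean of all wells on their plate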;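 also: 0% = DMSO-treated cells in low-serum medium and 100% = 10% serum control; some compounds called inactive have numbers as strong as hits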
A3G deaminase: APOBEC3G (human) deaminase inhibition. recombinant A3G, ssDNA deamination FAM/TAMRA fluorescence. inhibition, % at 20 µM. 330,000 compounds, 0.28% hits;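 active = inhibition of at least 40% at 20 µM, with no more than 30% in the related APOBEC3A deaminase screen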;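 also: plate controls were DMSO wells with A3G for no effect and wells lacking A3G enzyme for full effect; some compounds called inactive have numbers as strong as hits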
Target sequence (Q9HC16 whole entry, looked up): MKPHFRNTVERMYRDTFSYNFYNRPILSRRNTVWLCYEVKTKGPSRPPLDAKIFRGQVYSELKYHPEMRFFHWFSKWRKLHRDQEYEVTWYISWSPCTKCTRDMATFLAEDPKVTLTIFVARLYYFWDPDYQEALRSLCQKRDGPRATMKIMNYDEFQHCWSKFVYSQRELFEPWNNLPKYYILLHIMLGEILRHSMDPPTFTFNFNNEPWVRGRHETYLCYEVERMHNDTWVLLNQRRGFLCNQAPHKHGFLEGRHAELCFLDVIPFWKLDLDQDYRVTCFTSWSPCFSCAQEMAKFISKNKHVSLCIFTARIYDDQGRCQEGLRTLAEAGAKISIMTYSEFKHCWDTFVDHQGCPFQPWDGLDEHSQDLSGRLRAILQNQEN
Active calls of the source: *; · = no result given; & = joins results of further samples. This is a subset. The share of hits here may be higher or lower than overall.

SMILES | mIAP block | SENP1 FRET inh | APOBEC3A inh | hIAP act | mIAP act | hIAP block | NALP3 yeast inh | beta cell repl | A3G deaminase
CCOc1ccccc1-c1nc(-c2ccncc2)no1 | 10 | 1 | -3 | 0.95 | 0.9 | 5 | 15 | 2 | -4
Cc1nn(CC(=O)Nc2ccc(Cl)cn2)c(C)c1[N+](=O)[O-] | -1 | 0 | -1 | 1.1 | 1 | -8 | -6 | -2 | -5
COc1ccc(C(=O)N/C(=C\c2cccs2)c2nc3ccccc3[nH]2)cc1OC | 15 | 2 | 0 | 0.95 | 0.85 | 5 | -5 | -1 | -6
CS(=O)(=O)c1ccc(Cl)c(NC(=O)COC(=O)Cc2c[nH]c3ccccc23)c1 | -1 | 5 | -2 | 1 | 1 | -3 | 16 | -2 | -9
CC(C)C(=O)N1CCN(c2ccccc2NC(=S)NC(=O)c2cccs2)CC1 | 22 | 4 | -6 | 0.88 | 0.78 | 12 | 9 | 0 | -17
CCN(CC)S(=O)(=O)c1ccc(Cl)c(C(=O)NCc2ccco2)c1 | 3 | 1 | -3 | 0.98 | 0.97 | 2 | 18 | 4 | -9
CCCCOc1cccc(C(=O)Nc2ccc(S(=O)(=O)Nc3nnc(CC)s3)cc2)c1 | 8 | -2 | -6 | 1.4 | 0.92 | -37 | 15 | -1 | -5
O=C(Nc1ccc(Cl)cc1)N1CCSCC1 | -17 | -1 | 2 | 0.94 | 1.2 | 6 | 1 | 0 | 4
CN1[C@@H]2CC(OC(=O)[C@H](CO)c3ccccc3)C[C@H]1[C@@H]1O[C@@H]12 (some centres not stated) | -10&1 | -1&2&-1&2 | 0&-1 | 0.95&1.3 | 1.1&0.99 | 5&-25 | 0&23 | 1&-1 | -1&-6
CCN(CC(=O)Nc1cc(Cl)ccc1C)C(=O)COc1cccc2c1OC(C)(C)C2 | -3 | 0 | 5 | 0.92 | 1 | 8 | 2 | -1 | -6
Cc1ccc(NC(=S)N(CCN2CCOCC2)Cc2cc3cc4c(cc3[nH]c2=O)OCO4)cc1 | -19 | 4 | -5 | 1.1 | 1.2 | -12 | 2 | -1 | -7
Cc1ccc(N2C(=O)C3C(C2=O)C2C=CC3C23CC3)cc1 (configuration not stated) | 8 | -1 | 0 | 0.74 | 0.92 | 26 | 10 | -3 | -3
CC(c1nnc(SCC(=O)Nc2sccc2C#N)n1-c1ccc(Cl)cc1)N(C)C (configuration not stated) | -2 | -8 | -3 | 1.2 | 1 | -16 | 5 | -3 | 0
COc1ccc(Cc2nnc(SCC(=O)Nc3c(C)cccc3C)[nH]c2=O)cc1 | 14 | 2 | -2 | 1.1 | 0.86 | -5 | 23 | 0 | -2
Cc1cccc(C(=O)Nc2nnc(C3=COCCO3)o2)c1 | -8 | 0 | 1 | 1.1 | 1.1 | -5 | -3 | 2 | -4
Cc1cc(N)n2ncc(-c3ccccc3)c2n1 | -4 | 1 | -1 | 1 | 1 | -1 | 42 | 3 | 0
Cc1cc(/C=N/NC(=O)c2ccc(O)cc2)c(C)n1CC(C)C | 11 | -1 | -2 | 0.92 | 0.89 | 8 | -12 | -1 | -6
O=C(CN1C(=O)NC(Cc2ccccc2)C1=O)Nc1ccc(OC(F)(F)F)cc1 (configuration not stated) | -6 | 3 | 10 | 1 | 1.1 | -3 | 12 | -4 | 0
Cc1ccc2nc(Cl)c(C3CC(c4ccco4)=NN3S(C)(=O)=O)cc2c1 (configuration not stated) | 3 | 0 | -1 | 0.89 | 0.97 | 11 | 3 | -3 | -1
O=c1c(-c2cccc(Cl)c2)c[nH]n1-c1ccccc1 | -6 | 0 | -7 | 1.1 | 1.1 | -10 | -12 | -1 | -11
O=C(NC(=S)N1CCN(CCO)CC1)C12CC3CC(CC(C3)C1)C2 | -2 | 0 | -3 | 0.97 | 1 | 3 | 3 | -1 | -7
O=C1/C(=C\c2ccco2)SC(=S)N1Cc1ccccc1 | 57* | 4 | 10 | 1.1 | 0.43 | -7 | 11 | -2 | 3
Cc1csc(SCC(=O)NCc2ccccc2Cl)n1 | -14 | 0 | -1 | 1 | 1.1 | -4 | 3 | -2 | -5
Cc1c(C)n2c(SCC(=O)N3CCCCC3)nnc2[nH]c1=O | 1 | 3 | -1 | 1.1 | 0.99 | -5 | 9 | 3 | -12
C[C@H](NC(=O)c1nc[nH]c1C(=O)N[C@@H](C)C(=O)OC(C)(C)C)C(=O)OCc1ccccc1 | 0 | -1 | -1 | 1.5 | 1 | -48 | 21 | 0 | -15
COc1cc(NC(=O)c2cccnc2)c(Cl)cc1NC(=O)c1ccc(Cl)cc1 | -1 | 0 | 2 | 1.2 | 1 | -20 | 7 | -1 | 2
CCN1CCN(C(=S)c2ccc(OCC(=O)NCc3ccccc3)cc2)CC1 | 9 | 1 | -8 | 1.1 | 0.91 | -7 | 13 | -3 | -10
CC(C)NC(=S)N/N=C/c1ccc2c(c1)OCCO2 | 15 | -1 | -2 | 0.89 | 0.85 | 11 | 22 | 0 | -5
O=C(CSc1nnc2ccc(-c3ccccn3)nn12)Nc1ccccc1 | 8 | 1 | 0 | 0.98 | 0.92 | 2 | 13 | -2 | -3
CCCOc1ccc(-c2c(=O)n(O)c3ccccc3[n+]2[O-])cc1 | 13 | -29 | -8 | 1.1 | 0.87 | -11 | 30 | -6 | 7
O=C(NCc1ccccn1)c1ccc(CNS(=O)(=O)c2cccc(C(F)(F)F)c2)cc1 | 1 | 0 | -2 | 1 | 0.99 | 0 | -4 | -1 | -5
CC[n+]1c(/C=C/Nc2ccccc2)oc2ccc(OC)cc21 | 4 | -62 | 5 | 1 | 0.96 | 0 | 16 | -3 | 2
CCOC(=O)c1c(NC(=O)c2cccc(N3C(=O)CCC3=O)c2)sc(C)c1C | 12 | -2 | -1 | 1.2 | 0.88 | -22 | 11 | -1 | -11
O=C(NC1CCCCC1)C1CCCN1S(=O)(=O)c1ccc(F)cc1 (configuration not stated) | -3 | 2 | 1 | 1 | 1 | 0 | 13 | -3 | -9
O=C(N/N=C/c1ccccn1)c1cc(-c2cccc3ccccc23)n[nH]1 | 3 | -1 | -3 | 1 | 0.97 | -1 | 10 | -3 | -5
CCN(CC)C(=O)c1cc2c(=O)n3cccc(C)c3nc2s1 | 5 | -10 | -5 | 1 | 0.95 | -4 | 11 | -1 | -8
COc1ccc(N2CCN(C(=O)c3cccc(NC4=NC5CS(=O)(=O)CC5S4)c3)CC2)cc1 (configuration not stated) | 3 | 0 | -4 | 1 | 0.97 | -2 | 12 | -1 | -3
CCC(CC)c1nnc(NC(=O)CS(=O)(=O)c2ccc(C)cc2)s1 | 6 | -1 | -5 | 1.2 | 0.94 | -20 | 5 | -5 | 4
Cc1nc2sc(C(c3ccccc3)N3CCOCC3)c(O)n2n1 (configuration not stated) | -8 | 1 | 2 | 1.2 | 1.1 | -18 | 8 | -4 | -2
Cc1ccc(S(=O)(=O)N(C)C)cc1NC(=O)COC(=O)COc1ccc2c(C)cc(=O)oc2c1 | 0 | -1 | 0 | 1.2 | 1 | -15 | 4 | 1 | -3
O=C1/C(=C/c2cccs2)SC(=S)N1c1cccc(O)c1 | 9 | 2 | -1 | 0.92 | 0.91 | 8 | 81* | -4 | -8
Cc1nc(N2CCN(Cc3ccccc3)CC2)c(C#N)c2c1COC(C)(C)C2 | 1 | 1 | -1 | 1.1 | 0.99 | -6 | 2 | 0 | -6
O=[N+]([O-])c1cc2c(cc1Br)CCN2 | 10 | 1 | -3 | 0.88 | 0.9 | 12 | -15 | -1 | -6
Cn1c(=O)c2c(nc(N/N=C/c3ccc(OC(=O)c4ccco4)cc3)n2Cc2ccc(F)cc2)n(C)c1=O | -4 | 2 | 2 | 1.5 | 1 | -53 | 13 | -6 | -2
CCOC(=O)N1CCC(NC(=O)c2cc(C(=O)Nc3ccc(S(=O)(=O)N4CCCCC4)cc3)ccc2CO)CC1 | -6 | 1 | 0 | 1 | 1.1 | -2 | 4 | -2 | -9
CCCOc1cc(C)c(S(=O)(=O)NCc2cccs2)cc1C | -15 | 1 | -1 | 0.95 | 1.1 | 5 | 18 | -3 | -7
CC(C)OC(=O)c1cc(C(=O)c2cc(Br)ccc2O)coc1=N | -5 | -57 | -6 | 0.94 | 1.1 | 6 | -16 | -2 | -2
c1nc2ccc(Cc3ccc4nc[nH]c4c3)cc2[nH]1 | 0 | 2 | -1 | 1.6 | 1 | -57 | 15 | -1 | -10
CCCCn1c(N)c(N(CCOC)C(=O)c2c(C)noc2C)c(=O)[nH]c1=O | -4 | 1 | 2 | 1.2 | 1 | -17 | 2 | 0 | -6
Cc1ccccc1NC(=O)NNC(=O)COc1ccc2ccccc2c1 | 2 | 1 | 0 | 1.5 | 0.98 | -52 | 6 | -2 | 0
Cc1ccccc1C(=O)Nc1ccccc1C(=O)NCc1ccccc1 | -10 | -1 | 4 | 1.5 | 1.1 | -46 | 1 | -5 | -6
CCN(CC)c1ccc(NC(=O)c2ccco2)cc1 | -4 | -1 | 1 | 1 | 1 | -2 | 28 | -6 | 1
Cc1cccc(C)c1Nc1nnc(SCC(=O)c2ccc(Br)s2)s1 | 12 | -2 | 6 | 1.1 | 0.88 | -5 | -3 | -5 | -9
CCC1(C)Cc2c(sc3nc(NN)n(C)c(=O)c23)CO1 (configuration not stated) | 2 | -3 | 1 | 1.1 | 0.98 | -6 | 16 | -3 | -2
Cc1ccc(/C=N/Nc2ccc3ccccc3n2)o1 | 11 | -17 | 1 | 0.96 | 0.89 | 4 | 19 | -7 | -1
O=C(Nc1nc(-c2ccccn2)cs1)c1ccc(F)c(S(=O)(=O)N2CCOCC2)c1 | 3 | -6 | -1 | 1.4 | 0.97 | -42 | 16 | -6 | -4
C#CCOCCOCCOCCNc1nc(N2CCN(C(=O)[C@H](CCCCN)n3cc(C(N)CO)nn3)CC2)nc(N2CCN(C(=O)[C@H](CCC(=O)O)n3cc(C(N)CC(C)C)nn3)CC2)n1 (some centres not stated) | -4 | · | 2 | 1.2 | 1 | -20 | 11 | 7 | 2
O=C(COC(=O)c1ccc[n+]([O-])c1)Nc1ccccc1OC(F)F | 2 | 1 | 2 | 1.2 | 0.98 | -25 | 1 | -4 | -6
O=C(Nc1ccc(F)cc1)c1ccc(CSc2ccc(Cl)cc2)o1 | 3 | 2 | 1 | 0.86 | 0.97 | 14 | 17 | -3 | 4
COc1ccc(Nc2ncnc3c2cnn3-c2cccc(C)c2)cc1OC | -13 | 4 | -1 | 1.1 | 1.1 | -6 | 8 | 1 | -6
C=CCc1ccccc1OCC(=O)OCCNC(=O)c1cccnc1 | -3 | 0 | -3 | 0.93 | 1 | 7 | 14 | 0 | 13
CC(=O)N1c2ccc(S(=O)(=O)N3CCCC(C(=O)Nc4cc(C)cc(C)c4)C3)cc2CC1C (configuration not stated) | -22 | 2 | -4 | 1 | 1.2 | -3 | 6 | -4 | -4
